# Rab9 promoter act = Rab9 promoter activation; Huh7 Rab9 promoter-luciferase reporter, luminescence, 24 h; Potency, µM (doses to about 9.22 µM), without a hit: at the highest dose activation, negative = inhibition, usual class: activators; hit rate 2.8% among 320,000; note: potency is the fitted concentration of half-maximal effect; % of control where 0% means no effect; nearly all actives have a fitted effect of over 60% in size
#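 Cells were plated at 1500 per well in reduced-serum medium with 10% FBS and left 2 h. Compound in DMSO was then added for 24 h at 37 °C. Reporter signal was read by luminescence after 10 min with luciferase detection reagent.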
# PKM2 activator = activators of human pyruvate kinase M2; purified PKM2, Kinase-Glo ATP luminescence, activation; response scale: 0% is enzyme alone, no compound; hit rate 0.34% among 260,000; P14618; Potency, µM (highest dose often 57.5 µM), for inactives: at the highest dose activation, most hits filed as activators; AID 1631; note: potency is the fitted concentration of half-maximal effect; % is set by controls: 0 for no effect and ±100 for the full control effect; nearly all actives have a fitted effect of over 55% in size
# Target sequence (P14618 whole entry, looked up): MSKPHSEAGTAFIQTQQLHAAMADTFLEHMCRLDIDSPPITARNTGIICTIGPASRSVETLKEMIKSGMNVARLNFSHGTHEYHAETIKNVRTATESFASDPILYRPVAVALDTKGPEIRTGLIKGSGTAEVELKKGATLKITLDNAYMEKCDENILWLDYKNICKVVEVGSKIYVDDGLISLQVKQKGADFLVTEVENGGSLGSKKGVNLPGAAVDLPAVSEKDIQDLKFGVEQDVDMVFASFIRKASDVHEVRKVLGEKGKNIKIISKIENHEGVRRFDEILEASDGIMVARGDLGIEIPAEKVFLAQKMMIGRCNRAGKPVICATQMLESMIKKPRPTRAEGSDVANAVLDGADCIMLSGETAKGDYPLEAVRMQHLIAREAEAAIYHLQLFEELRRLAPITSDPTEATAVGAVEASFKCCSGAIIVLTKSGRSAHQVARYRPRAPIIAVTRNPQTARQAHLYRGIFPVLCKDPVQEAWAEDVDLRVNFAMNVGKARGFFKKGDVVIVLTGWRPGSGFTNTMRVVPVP
#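 hPK-M2, >95% pure; 0.1 mM ADP / 0.5 mM PEP final; imidazole pH7.2 buffer w/ 7 mM MgCl2, 50 mM KCl; 1 h RT; Kinase-Glo lum. Intermediate enzyme activity for dual inhibitor/activator qHTS.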
# Mito fusion yeast = blocks mitochondrial division or promotes mitochondrial fusion. S. cerevisiae fusion-defective mutant growth rescue, CellTiterGlo 48 h. Potency, µM (doses to about 46.1 µM), inactives show at the top dose growth rescue (activation), most hits filed as activators. AID 485298. hit rate 0.23% among 320,000;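 note: potency is the fitted concentration of half-maximal effect; % of control where 0% means no effect; nearly all actives have a fitted effect of over 45% in size; temperature-sensitive fusion mutants such as fzo1-1 at 37 °C on non-fermentable ethanol glycerol medium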
#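 Temperature-sensitive fusion-defective S. cerevisiae (e.g. fzo1-1, mgm1-5) were grown with compound in YPEG medium (3% ethanol, 3% glycerol) for 48 hours at 37C. Growth rescue was measured as viability by CellTiterGlo luminescence after 10 minutes at ambient.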
# FLuc counter = counter-screen for miR-21 project: firefly luciferase inhibitors or activators. Potency, µM (titrated, usually from 57.5 µM), for inactives: at the top dose activity change, negative = inhibition, hits mostly inhibitors. hit rate 6.9% among 360,000. purified FLuc, Km substrates, luminescence inhibition. P08659;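 note: potency is the fitted concentration of half-maximal effect; plate controls were vehicle for no effect and reference inhibitor for full effect; nearly all actives have a fitted effect of over 55% in size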
#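 Purified P. pyralis luciferase (10nM final) with 10uM D-luciferin and 10uM ATP (Km levels) in 50mM Tris acetate pH 7.5, 10mM Mg acetate, 0.01% Tween-20, 0.05% BSA; qHTS 6-point titration, ~60 µM downward; luminescence read.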
# NPC1 prom act = activates the NPC1 promoter; Huh7 NPC1 promoter luciferase reporter, 24 h; AID 485313; hit rate 2.4% among 320,000; Potency, µM (top dose mostly 9.22 µM), without a hit: at the top dose activation, most hits filed as activators;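 note: potency is the fitted concentration of half-maximal effect; % of control where 0% means no effect; nearly all actives have a fitted effect of over 60% in size; reporter is driven by a mutant NPC1 promoter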
#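 Quantitative HTS used a cell-based reporter: Huh7 cells stably bearing the NPC1 promoter upstream of luciferase were treated with compounds for 24 h, and promoter activation was read as luminescence.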
# MBNL1 CUG block = inhibitors of human MBNL1 binding to CUG repeat RNA. hit rate 0.036% among 280,000. AID 2675. Potency, µM (highest dose often 57.5 µM), without a hit: at the highest dose activity change, negative = inhibition, actives largely listed as inhibitors. TR-FRET MBNL1-His/biotin-(CUG)12 binding, 665/545 ratio. Q9NR56; active = well fitted inhibition curve with a large enough effect in the signal ratio, with a control signal flat, not every such curve was filed as active; inconclusive = small, poorly fitted or top-dose-only effect, or effect the other way, or a change in a side signal; inactive = no such curve, though single readings can be large or run the other way; the % refers to the signal ratio; note: potency is the fitted concentration of half-maximal effect; % is set by controls: 0 for no effect and ±100 for the full control effect
#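 MBNL1-His + Biotin-(CUG)12, cpd titration 92 nM–58 uM; Tb anti-His Ab 0.055 ng/ul, SA-XL665 5 nM (final); 60 min RT; ratiometric 665/545 nm, Ex 340 nm; normalized to buffer and full-complex controls.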
# KCNH2 3.1 block = KCNH2 3.1 (human) potassium channel inhibition. U2OS KCNH2 3.1, thallium flux FluxOr; hits give low values. activity change, % (tested at about 1.8 µM). hit rate 0.95% among 340,000. AID 720553;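 active = maximum activity change below -70%; inconclusive = maximum activity change from -70% to -50%; inactive = maximum activity change above -50%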;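 note: thallium influx rate constant from kinetic fluorescence after stimulation buffer; % is set by controls: 0 for no effect and ±100 for the full control effect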
#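 Normalized rate constant (relative to positive and negative DMSO controls) derived from a 2 min kinetic fluorescence read after stimulation; U2OS cells expressing the 3.1 isoform via virus at 1.77 x 10^8 /mL.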
# ELG1 DNA repair = blocks ELG1-dependent DNA repair in HEK293T cells | HEK293T ELG1-luciferase reporter, luminescence, 16 h; DNA damage induced by 5-fluorouridine | Potency, µM (top dose mostly 46.1 µM), for the others: top-dose activity change, negative = inhibition, most hits filed as inhibitors | hit rate 2.3% among 330,000; note: potency is the fitted concentration of half-maximal effect; % is set by controls: 0 for no effect and ±100 for the full control effect; nearly all actives have a fitted effect of over 55% in size
#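 Luminescence from the luciferase reporter, measured 30 min after ONE-Glo reagent at room temperature, was the read-out. Beforehand, 2,000 cells per well were exposed for 16 hr at 37 °C to 5-fluorouridine together with compound or vehicle.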
# VP16 counter = inhibits Gal4-VP16 luciferase reporter, ROR gamma counter-screen; Drosophila S2 Gal4-VP16 UAS-luciferase, luminescence, 20 h; Potency, µM (highest dose often 53.6 µM), for inactives: at the top dose activity, negative = inhibition, usual class: inhibitors; hit rate 3.5% among 310,000;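 note: Gal4-VP16 expression switched on by copper sulfate through the metallothionein promoter; potency is the fitted concentration of half-maximal effect; % is set by controls: 0 for no effect and ±100 for the full control effect; nearly all actives have a fitted effect of over 50% in size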
# Menin-MLL TR inh = displaces Texas Red mutant MLL peptide from human menin. O00255. Menin + Texas Red MLL mutant peptide, fluorescence polarization. Potency, µM (top dose mostly 61.6 µM), without a hit: at the top dose FP activity change, negative = inhibition, usual class: inhibitors. hit rate 0.23% among 270,000. AID 1768; active = well fitted inhibition curve with a large enough effect in the polarisation, with a control signal flat, not every such curve was filed as active; inconclusive = small, poorly fitted or top-dose-only effect, or effect the other way, or a change in a side signal; inactive = no such curve, though single readings can be large or run the other way; the % refers to the polarisation; note: potency is the fitted concentration of half-maximal effect; % of control where 0% means no effect; many of its hits are not listed in these tables
# RORgamma inh = ROR gamma (mouse) transcription inhibition | P51450 | Drosophila S2 Gal4-RORgamma UAS-luciferase reporter, 20 h | Potency, µM (doses to about 53.6 µM), without a hit: top-dose activity change, negative = inhibition, usual class: inhibitors | hit rate 5.4% among 310,000 | AID 2551; note: potency is the fitted concentration of half-maximal effect; % is set by controls: 0 for no effect and ±100 for the full control effect; nearly all actives have a fitted effect of over 60% in size
# Target sequence (P51450 whole entry, looked up, the tested form may be a part): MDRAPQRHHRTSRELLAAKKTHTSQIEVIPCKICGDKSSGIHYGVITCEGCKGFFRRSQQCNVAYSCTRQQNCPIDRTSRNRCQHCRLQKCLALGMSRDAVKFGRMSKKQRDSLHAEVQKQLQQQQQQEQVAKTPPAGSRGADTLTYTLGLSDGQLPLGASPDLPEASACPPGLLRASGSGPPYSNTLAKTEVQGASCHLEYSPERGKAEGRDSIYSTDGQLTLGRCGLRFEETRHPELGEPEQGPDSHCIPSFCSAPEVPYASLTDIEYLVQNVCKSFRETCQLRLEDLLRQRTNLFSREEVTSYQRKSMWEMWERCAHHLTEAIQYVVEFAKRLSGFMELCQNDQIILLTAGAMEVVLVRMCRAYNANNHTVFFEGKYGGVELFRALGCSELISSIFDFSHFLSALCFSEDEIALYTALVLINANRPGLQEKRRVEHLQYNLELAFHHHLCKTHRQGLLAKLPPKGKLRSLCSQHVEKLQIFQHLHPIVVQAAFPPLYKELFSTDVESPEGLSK
#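 Luminescence from a UAS-regulated Photinus luciferase reporter in stably transfected Drosophila Schneider cells is measured; decreased signal marks ROR gamma inhibition. Fusion expression is induced by 700 uM copper sulfate for 20 hr.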
# The depositor's hits bear a star; u = inconclusive; x = not tested or not shown; [ ] = remark or other dose. Unless noted, calls come from the whole dose curve; as a rule, active = well fitted curve in the direction sought with a large enough effect; inconclusive = small, poorly fitted or top-dose-only effect, or another doubt; inactive = no such curve, though single readings can be large; an effect the other way counts as inactive or inconclusive.
SMILES,Rab9 promoter act,PKM2 activator,Mito fusion yeast,FLuc counter,NPC1 prom act,MBNL1 CUG block,KCNH2 3.1 block,ELG1 DNA repair,VP16 counter,Menin-MLL TR inh,RORgamma inh
Cc1ccc2[nH]c(=O)c(CN(CCCO)S(=O)(=O)c3cccc4nsnc34)cc2c1,-2%,6%,-1%,4%,-1%,u,8,u,-6%,5%,16%
COc1ccc(CC(=O)NNC(=O)c2ccc(Br)o2)cc1,-2%,-2%,2%,8%,-8%,-1%,1,-4%,-2%,x,7%
O=c1c2c(nc3nc(NCc4cccc5ccccc45)[nH]n13)CCC2,u,-4%,-3%,u,-4%,x,1,-4%,-3%,20%,0%
O=C(CSc1ccc(Cl)cc1)NC(=O)c1ccccc1,-1%,x,-5%,1%,-1%,x,-19,1%,x,x,x
O=C(CSc1nc2ccccc2c(=O)n1-c1ccc(F)cc1)Nc1cc(S(=O)(=O)N2CCOCC2)ccc1Cl,-1%,2%,0%,0%,-4%,x,2,u,17%,0%,21%
Cc1ccc(N2CCN(S(=O)(=O)c3ccc4oc(=O)ccc4c3)CC2)cc1Cl,6%,x,4%,0%,4%,-4%,4,1%,-8%,x,-28%
COc1ccc(CCNC(=O)/C(C#N)=C2\N=C(NC(=O)c3ccco3)c3ccccc32)cc1,-1%,2%,1%,3%,-3%,x,-20,7.3µM*,-19%,x,19%
O=C1NC(=S)N/C1=C/C=C/c1ccccc1,u,4%,1%,-14%,18%,u,x,u,24%,-16%,-6%
O=C(NCCN1CCOCC1)Nc1ccc(Cl)cc1,-2%,1%,-4%,-3%,6%,-8%,8,u,9%,-4%,1%
Cc1noc(C)c1C(=O)Nc1nc2ccc(Cl)cc2s1,u,-14%,0%,2.4µM*,u,-1%,12,u,u,x,u
CCCCOC(=O)c1ccc(NC(=O)/C=C/c2cccs2)cc1,4%,-10%,0%,u,0%,-6%,4,u,u,u,u
CCOc1ccc(S(=O)(=O)N2CCN(S(=O)(=O)c3ccc(C)c(C)c3)CC2)cc1,0%,x,4%,0%,-4%,-3%,11,5%,0%,7%,-12%
O=C(COC(=O)c1ccccc1Nc1ccccc1F)c1ccccc1,-1%,1%,9%,u,-3%,7%,10,2%,-2%,x,42%
CCOc1ccc(NC(=O)COc2ccc(C(=O)NC3CCCc4ccccc43)cc2OC)cc1 (stereo unspecified),2%,-1%,-5%,-1%,-2%,-4%,-39,u,-19%,-11%,-8%
CC(=O)C1=C(O)C(=O)N(c2ccc(S(N)(=O)=O)cc2)C1c1ccccc1F (stereo unspecified),4%,-3%,-3%,0%,-2%,u,1,-1%,-11%,13%,-2%[10 µM]
COc1ccc(C(=O)C2CCCN(Cc3cnc(N4CCCC4)s3)C2)cc1OC (stereo unspecified),2%,4%,1%,-3%,-5%,3%,11,0%,5%,-8%,13%
Cc1cc(C)n2nc(SCC(=O)NC3CCCC(C)C3C)nc2n1 (stereo unspecified),0%,x,u,-3%,-4%,-9%,-7,22%,3%,-9%,-2%
Cc1oc(-c2ccccc2)nc1CS(=O)CC(=O)NC1CCCCCC1 (stereo unspecified),0%,x,-5%,-4%,0%,3%,15,14%,1%,x,3%
O=C(C[n+]1ccccc1)Nc1ccc(Oc2ccccc2)cc1,2%,0%,0%,-1%,-8%,-14%,-5,-8%,1%,-20%,-3%
CC1(C)Cc2cccc(OCC(=O)N3CCN(c4ccc(F)cc4)CC3)c2O1,-1%,x,9%,10%,-3%,x,-6,-1%,x,x,x
Cc1cc(N2CCN(C)CC2)nc2ccc(NC(=O)CCC(=O)N3CCN(c4ccc([N+](=O)[O-])cc4)CC3)cc12,-18%,-10%,12%,-9%,-4%,u,9,u,-10%,-10%,0%
CCN(CC(=O)Nc1ccc(C(=O)Nc2ccc(OC)cc2)cc1)Cc1nc2ccccc2c(=O)[nH]1,-1%,-7%,-13%,u,2%,-5%,0,6.5µM*,u,x,3.2µM*
COc1cccc(CNC(=O)Cc2ccc(S(=O)(=O)N3CCOCC3)s2)c1,-2%,x,1%,3%,2%,x,3,1%,x,x,x
Cc1cccc(NS(=O)(=O)c2cccc(C(=O)NCC(c3ccco3)N3CCCCC3)c2)c1 (stereo unspecified),-1%,x,0%,1%,-7%,x,-7,-15%,x,x,x
C/C(CCc1ccc2c(c1)OCO2)=N\NC(=O)c1ccccc1,7%,3%,0%,2%,0%,10%,-16,u,18%,8%,-16%
CN(C)CC(CCCCC(CN(C)C)C(=O)c1ccccc1)C(=O)c1ccccc1 (stereo unspecified),-5%,5%,-8%,1%,-7%,-16%,-19,u,1%,x,-15%
Cc1c(C(=O)Nc2ccncc2)oc2c1C(=O)CC(C)(C)C2,-12%,3%,-3%,0%,0%,-5%,3,-12%,2%,-2%,11%
Cc1ccccc1C(=O)NC(CC(C)C)C(=O)OCc1cc(=O)n2cc(Br)ccc2n1 (stereo unspecified),u,1%,13%,13µM*,4µM*,103%[activator],2,u,0%,-11%,u
Clc1ccccc1CSC1=NCCCN1,8%,-18%,0%,-2%,0%,-3%,14,2%,-13%,0%,20%
Cc1ccc(C(=O)OC/C(O)=C(\C#N)c2nc3ccccc3[nH]2)cc1S(=O)(=O)N1CCOCC1,-2%,-25%,11%,-5%,0%,11%,4,u,u,0%,u
CCC1CCCCN1C(=S)NC(=O)c1ccc(F)c(S(=O)(=O)N2CCOCC2)c1 (stereo unspecified),-8%,1%,-11%,4%,-10%,3%,7,u,1.6µM*,2%,0.56µM*
CC(=O)Nc1ccc(NC(=O)Cc2ccc(-c3ccccc3)cc2)cc1,2%,-3%[11.5 µM],-1%,-4%,-1%,-3%,14,7%,-4%,5%,17%
Cc1ccc(S(=O)(=O)NC2=NCN(Cc3cccnc3)CN2)cc1,-2%,14%,1%,0%,-2%,3%,14,11%,4%,0%,-3%
Cc1cccc(N2CCN(C(=O)NC3CCCCC3)CC2C)c1 (stereo unspecified),-4%,x,15%,2%,-4%,-5%,-24,-24%,-3%,-19%,34%
Cn1ncc(Br)c1NC(=O)Nc1ccc(OC(F)(F)F)cc1,-4%,-2%,-3%,7%,3%,-16%,4,-12%,0%,x,-2%
O=C(Nc1ccc(N2CCCCC2)c(C(=O)O)c1)c1ccco1,12%,-2%,0%,-4%,3%,5%,6,u,14%,-29%,-2%
CC(C)(C)OC(=O)N1CCC(C(=O)N2CCCCCC2)CC1,-5%,0%,1%,1%,-8%,16%,-4,11%,-1%,7%,-20%
Nc1scc(-c2ccncc2)c1Cl,u,-2%,11%,u,u,15%,13,u,u,26%,-6%
CN(C)S(=O)(=O)c1cccc(NC(=O)COc2ccccc2C(=O)NCc2ccccc2)c1,-2%,x,1%,2%,4%,x,-3,u,x,x,x
CCc1n[nH]c(=S)n1/N=C/c1ccc(NC(C)=O)cc1,1%,-11%,-4%,-4%,5%,u,0,-3%,1%,-2%,-25%
COc1ccc(C2CC(c3cccc(C)c3)n3ncnc3N2)cc1 (stereo unspecified),0%,3%,5%,0%,2%,u,-7,25%,2%,-9%,-33%
COc1ccc(-n2cnc3cc(NS(=O)(=O)c4ccccc4)ccc32)cc1,0%,-12%,13%,u,3%,9%,10,u,-9%,-11%,6%
Cc1ccc(S(=O)(=O)NC(=O)Nc2ccc(OC(F)F)cc2)cc1,10%,-1%,-5%,5%,1%,2%,-18,5%,5%,x,9%
O=C(c1cc(=O)[nH]c2ccccc12)N1CCN(Cc2ccc3c(c2)OCO3)CC1,0%,x,-3%,-2%,0%,x,7,-2%,x,x,x
CC1CCN(S(=O)(=O)N2CCC(C(=O)NC3CCCC3)CC2)CC1,-5%,-2%,2%,-2%,-5%,3%,5,13%,2%,-1%,12%
Cc1ccccc1CN(C)CCc1ccccn1,0%,-2%,4%,2%,11%,x,-2,-8%,-10%,0%,0%
Cc1cccc(NC(=O)c2ccc(S(=O)(=O)N3CC(C)OC(C)C3)cc2)n1 (stereo unspecified),-16%,x,-7%,1%,-3%,x,-6,-26%,x,x,x
Brc1c(CSc2nc3ccccc3o2)nc2ncccn12,u,-1%,3%,15µM*,u,37%[activator],-14,u,-4%,0%,33%
CCCCOc1ccc(C(=O)N2CCCC2)cc1,25%,-18%,1%,u,21%,1%,0,u,-22%,u,u
O=C(NC(=S)NC1CCCC1)c1ccccc1Br,-1%,-1%,-21%,-13%,-5%,-12%[11.5 µM],-35,17%,u,0%,4.5µM*

# Assay outcomes deposited in PubChem BioAssay by National Center for Advancing Translational Sciences (NCATS).

# This is a subset; count on the stated rates, not on these rows.
